# m-calpain inh: blocks pig calpain II enzyme activity. purified calpain II, fluorogenic peptide substrate, 30 min. inhibition, % at 16 µM. actives 0.37% (n = 220,000);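 active means inhibition above about 50%, limit read from the data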
# Rad51 HR inh: blocks human Rad51 in homologous recombination; hRad51 DNA strand exchange, fluorescence dequenching; inhibition, % at 10 µM; AID 1385; Q06609; actives 0.085% (n = 200,000);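 active means inhibition above 40% at the single screening dose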;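 further: 0% = DMSO control wells and 100% = blanks with heterologous ssDNA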
#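 System: human Rad51 nucleoprotein filaments preassembled on unlabelled ssDNA. Reagent: labelled 47-mer dsDNA for strand exchange. Schedule: 30-min compound preincubation and 15-min exchange, both room temperature. Measured by: FRET fluorescence dequenching, excitation 485 nm, emission 520 nm. Read-out: Fluorescence-based percent inhibition, control- and blank-normalised. Benchmarks: plate controls and plate blanks.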
# PERK inh: blocks human PERK kinase; AID 1416; Q9NZJ5; inhibition, % at 5.6 µM; actives 0.17% (n = 220,000); CHO PERK-DD fusion, SEAP luminescence translation reporter;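 active means inhibition above the mean inhibition of all tested compounds plus 3 SD, set separately per screening campaign, cut at about 2.9% in these data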;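 further: PERK kinase domain activated by AP20187 dimerizer at 100 nM; 0% = DMSO with dimerizer and 100% = rapamycin at 8.4 µM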
# Thrombin inh: thrombin (human) inhibition; actives 0.26% (n = 220,000); alpha-thrombin, Boc-VPR-AMC fluorogenic substrate cleavage; P00734; inhibition, % at 5 µM;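 active means inhibition at or above 40%; inactive means inhibition below 40%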;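 further: 0% = enzyme with no compound and 100% = wells without enzyme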
#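 Test system: human alpha-thrombin; medium: pH 7.5 Tris-saline with Tween 20; times: reaction at room temperature; signal: AMC fluorescence at 355 nm excitation and 460 nm emission; also added: Boc-VPR-AMC substrate, 15 µM final; dosing: one concentration per compound, 5 µM, with 0.2% DMSO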
# Cl transport mod: modulates chloride dependent transport by human KCC2; Q9H2X9; KCC2 cells, thallium flux FluoZin-2 fluorescence; B-score of Tl+ flux slope (higher = more flux/activation; lower = inhibition) at 10 µM; actives 2.2% (n = 190,000);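 active means thallium flux slope and its plate-corrected score both differing from the plate sample mean at a set confidence after two filtering rounds, in either direction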;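 further: slope of fluorescence scaled to starting intensity during 10 to 20 s after thallium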
# Target sequence (Q9H2X9 whole entry, looked up): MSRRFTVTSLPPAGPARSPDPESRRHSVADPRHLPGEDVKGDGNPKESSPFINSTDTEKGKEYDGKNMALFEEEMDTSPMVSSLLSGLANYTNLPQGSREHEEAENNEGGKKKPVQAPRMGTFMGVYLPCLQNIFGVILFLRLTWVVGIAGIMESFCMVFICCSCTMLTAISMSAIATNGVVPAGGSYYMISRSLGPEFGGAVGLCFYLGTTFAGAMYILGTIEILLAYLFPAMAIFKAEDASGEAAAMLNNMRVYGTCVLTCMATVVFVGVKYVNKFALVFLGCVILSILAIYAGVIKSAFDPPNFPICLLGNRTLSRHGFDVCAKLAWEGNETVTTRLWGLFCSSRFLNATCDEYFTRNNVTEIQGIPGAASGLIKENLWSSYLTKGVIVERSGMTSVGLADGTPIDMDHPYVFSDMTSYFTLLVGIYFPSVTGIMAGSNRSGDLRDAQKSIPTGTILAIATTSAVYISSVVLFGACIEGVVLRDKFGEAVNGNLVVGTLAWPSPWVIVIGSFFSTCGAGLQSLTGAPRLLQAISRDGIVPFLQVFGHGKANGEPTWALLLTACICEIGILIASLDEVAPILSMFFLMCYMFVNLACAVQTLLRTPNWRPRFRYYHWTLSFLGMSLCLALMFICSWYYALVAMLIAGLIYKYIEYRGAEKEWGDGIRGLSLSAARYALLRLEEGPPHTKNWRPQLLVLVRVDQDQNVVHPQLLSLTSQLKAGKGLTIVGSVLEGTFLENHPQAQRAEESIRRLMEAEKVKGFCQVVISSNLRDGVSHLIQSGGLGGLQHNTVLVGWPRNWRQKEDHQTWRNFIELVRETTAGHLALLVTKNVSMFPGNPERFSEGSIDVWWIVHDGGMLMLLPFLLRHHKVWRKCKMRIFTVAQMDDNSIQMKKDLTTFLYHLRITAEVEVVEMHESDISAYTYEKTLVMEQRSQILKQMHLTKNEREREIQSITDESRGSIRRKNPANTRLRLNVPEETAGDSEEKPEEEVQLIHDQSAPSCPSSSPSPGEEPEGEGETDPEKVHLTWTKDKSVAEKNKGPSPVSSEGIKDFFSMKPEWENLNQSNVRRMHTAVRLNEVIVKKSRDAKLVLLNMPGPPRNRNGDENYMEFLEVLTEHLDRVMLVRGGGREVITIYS
# FXIa inh: inhibitors of human coagulation factor XIa; actives 0.14% (n = 220,000); purified FXIa, Boc-Glu-Ala-Arg-AMC fluorogenic substrate; inhibition, % at 5 µM;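 active means inhibition of at least 40%; inactive means inhibition below 40%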;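 further: fluorescence of freed AMC excited at 355 nm; 0% = enzyme without compound and 100% = no enzyme blank; many of its hits are not listed in these tables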
# Furin inhibitor: inhibitors of human furin; purified furin, fluorogenic substrate cleavage; inhibition, % at 30 µM; actives 0.061% (n = 220,000); AID 463115; in the data active means inhibition above about 25%; further: inactives centre near -15
# FXIIa inh: factor XIIa (human) inhibition; P00748; purified FXIIa, Boc-QGR-AMC fluorogenic substrate, 2 h; inhibition, % at 5 µM; actives 0.3% (n = 220,000); in the data active means inhibition above about 40%;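 further: 0% = enzyme with no compound and 100% = blank without enzyme; many of its hits are not listed in these tables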
# KLK5 inh: kallikrein 5 (human) inhibition; recombinant hK5, fluorogenic AMC substrate cleavage; Q9Y337; actives 0.59% (n = 210,000); inhibition, % at 5 µM; AID 873;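 active means inhibition of 40% or more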;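 further: 0% = enzyme controls without compound and 100% = no-enzyme blanks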
# Active calls of the source: *; . = not tested or not shown; [ ] = another dose, or the depositor's remark. A portion of the library; count on the stated rates, not on these rows.
SMILES,m-calpain inh,Rad51 HR inh,PERK inh,Thrombin inh,Cl transport mod,FXIa inh,Furin inhibitor,FXIIa inh,KLK5 inh
COc1ccc(C2=Nc3ccc(C)cc3C(c3ccccc3)N2CC(=O)NN)cc1 (stereo not drawn),-1,1,-0.5,.,0.37,-1,-9,2,-6
O=C(CC(NCc1ccccn1)C(=O)O)Nc1ccccc1Cl (stereo not drawn),-13,-3,1.6,-23,0.026,-9,-23,2,-19
O=S(=O)(NC1=NCCC1)c1cccc(NC(=S)NCCc2ccccc2)c1,-19,8,0.3,-6,-2.6,-4,-14,7,-13
CN1CCN(Cc2cc(Cl)c3cccnc3c2OC(=O)c2cccs2)CC1,-1,4,-0.5,2,-0.49,11,-20,4,-12
C/C(=N\NC(=O)c1nn(C)cc1Cl)c1ccncc1,20,.,-0.1,-3,0.52,-12,-10,-5,-6
COC(=O)c1nc2n(n1)C(c1ccc([N+](=O)[O-])cc1)C(C(=O)Nc1ccc(Cl)cc1)=C(C)N2 (stereo not drawn),13,.,0.2,-12,0.0072,-2,-13,-1,-5
O=C(O)CSC1=NC(=Nc2ccc(Cl)cc2)C2(CCCCC2)N1c1cccc(C(=O)O)c1,-13,-2,0.7,-4,-0.16,-1,-9,5,-40
COc1ccc2c(c1)c(C(=O)CN1CCN(C(=O)c3ccco3)CC1)c(C)n2C,-22,1,-0.2,2,-0.046,1,-17,15,-14
COc1ccc(C(CC(=O)Nc2ccc(F)cc2)c2ccccc2)cc1 (stereo not drawn),34,-11,0.6,-3,-1.2,-2,-20[20 µM],-5,0
Cc1cc(C(=O)NN=C2CCCCC2)c2ccccc2n1,-15,-3,0.4,-14,0.02,-1,-17,8,-13
O=C(/C=C/c1cccc(Cl)c1)NCCc1ccccc1,10,4,1.0,-3,-2.8,1,-18,4,-19
CN(c1ccccn1)c1ncnc2[nH]ncc12,1,-27,2.0,-1,0.094,-3,-19,4,0
CCN(CC)S(=O)(=O)c1ccc2oc(C(=O)NCc3ccc(C)cc3)c(C)c2c1,63*,3,-0.8,-4,.,-6,-23[20 µM],-1,-8
O=C(NC1CCCC1)C1CCCN(S(=O)(=O)c2cnc[nH]2)C1 (stereo not drawn),6,4,1.4,-4,1.1,-6,-19,7,0
C#CC1(O)CC(C)N(C)C(C)C1 (stereo not drawn),0,13,1.4,-4,-1.4,-4,-10[20 µM],-6,1
O=C(Nc1ccc2c(c1)CCC2)C1COc2ccccc2O1 (stereo not drawn),-4,-1,1.0,-3,.,-1,-20,11,-11
CCc1ccc(-c2nc(CN3CCC(C(=O)N4CCN(c5ccccn5)CC4)CC3)c(C)o2)cc1,-45,.,-1.6,-6,0.055,-5,-18,5,1
Cc1cc(C)n2nc(SCC(=O)Nc3ccccc3)nc2n1,-9,11,0.0,-2,-0.11,-5,-8,-1,8
CN(C)C(=O)NC(Nc1ccc(Cl)cc1Cl)C(Cl)(Cl)Cl (stereo not drawn),31,-5,-1.6,-3,-0.38,-4,-17[20 µM],8,4
N/C(=N\OC(=O)CCC(=O)O)c1ncc(C(F)(F)F)cc1Cl,-1,11,1.0,-18,0.73,-5,-29,1,3
O=C(CSc1cn(CC(=O)N2CCCCC2)c2ccccc12)NCC1CCCO1 (stereo not drawn),-24,8,-0.1,-11,0.59,-4,-12,4,-8
O=S(=O)(NC1CCCCC1NS(=O)(=O)c1ccc(F)cc1)c1ccc(F)cc1 (stereo not drawn),15,6,-0.9,-10,.,-1,-23[20 µM],1,10
CCOc1ccc(NC(=S)N2CCC(N(C)CCN3CCOCC3)CC2)cc1,4,1,1.0,-1,0.082,1,-15,10,-22
N#Cc1cccc(NC(=O)CCn2ccnc2)c1,-8,3,0.9,1,1.2,3,-19[20 µM],14,-4
O=C(CN(c1ccc(F)cc1)S(=O)(=O)c1ccc2c(c1)OCCO2)NCc1ccccn1,-3,-2,-0.8,-4,-1.5,2,-18,4,-4
Cn1c(=O)[nH]c2cc(Cl)cnc21,-47,-14,1.0,-6,.,-2,-23,0,-30
C[C@H](NS(=O)(=O)c1ccccc1F)C(=O)OCC(=O)N1CCc2ccccc21,23,-1,1.2,3,-0.52,4,-20[20 µM],9,-5
O=C(C/C=N/OCc1ccc(F)cc1Cl)c1cnc(-c2ccccc2)s1,-15,6,1.1,6,.,5,-23[20 µM],13,0
COc1ccc2oc3ccccc3c(=O)c2c1,-327,-8,1.1,-6,-1.3,-2,-41,-2,-5
CCOc1ccc(C(C(=O)NC2CCCCC2)N(C(=O)c2ccccn2)c2cccnc2)cc1 (stereo not drawn),-25,2,-0.5,2,0.43,-1,-23,6,-3
COc1cc(C(=O)OC(C)CN2CCCC2)cc(OC)c1OC (stereo not drawn),-9,-11,0.9,-11,-0.075,-2,-13[20 µM],10,-16
Clc1nc(Nc2ccc(N3CCOCC3)cc2)c2ccccc2n1,11,-3,0.3,-1,0.0042,3,-12,14,9
CSc1ccccc1NC(=O)c1cc(C2CC2)on1,-19,1,0.6,-1,0.084,9,-9,18,-6
O=C(C1=C(O)/C(=C/c2ccc(O)cc2)CCC1)C(F)(F)F,-4,5,-0.5,0,-1.3,20,-13[20 µM],25,6
COc1ccc(-c2nc(-c3cccs3)no2)cc1,-6,-9,1.3,1,0.26,1,-16,9,2
COC(=O)Nc1nnc(-c2ccco2)s1,-50,4,0.5,-6,0.79,-3,-21,8,-1
CCOC(=O)C(NC(=O)c1cccnc1)(Nc1cccc(C)n1)C(F)(F)F (stereo not drawn),-8,-44,1.8,-4,-0.039,4,-21,3,-25
COc1c(Br)cc(Br)cc1/C=N/n1c(C)nnc1C,-2,0,1.5,9,.,7,-15,25,-3
O=C(OCCCCN1C(=O)c2ccccc2C1=O)c1n[nH]c2ccccc12,22,4,-0.8,-5,-2.9*,-7,-21[20 µM],4,7
CCOc1cc(S(=O)(=O)N2CCC(C(N)=O)CC2)ccc1F,-24,-2,0.2,1,-0.27,-11,-4[20 µM],8,-16
Cn1nc(C(C)(C)C)cc1NC(=O)Nc1ccc(Cl)cc1,22,16,0.6,-9,0.9,-17,-18,-2,9
Cc1ccc(N(CC(O)Cn2c3ccccc3c3ccccc32)S(C)(=O)=O)cc1 (stereo not drawn),-41,.,-0.6,-1,-0.00088,4,-21[20 µM],0,-3
CNC(=O)c1c(C)noc1C,-33,11,0.6,-1,0,-1,-32,4,3
COC(=O)c1cccc(NC(=O)c2ccc(S(=O)(=O)N3CCN(C)CC3)cc2)c1,17,3,0.5,1,-0.32,8,-19,18,-25
COc1cc(NS(=O)(=O)c2ccc(NC(=O)COc3ccccc3Cl)cc2)nc(OC)n1,-68,-4,1.1,-3,-0.3,5,-11[20 µM],12,-4
COCCNC(=O)C(C)OC(=O)C1=Cc2ccccc2OC1 (stereo not drawn),-38,-1,1.4,-3,-0.13,-2,-11,6,2
O=C(COc1ccc([N+](=O)[O-])cc1)N1CCN(c2nnc(-c3ccccc3)c3ccccc23)CC1,-23,3,-1.0,-8,-0.021,-4,-6,0,-1
CCOC(=O)CSc1nc2sc3c(c2c(=O)[nH]1)CC(C)(CC)OC3 (stereo not drawn),-25,-4,-1.1,0,.,1,-9[20 µM],14,-3
Cc1ccc(C(=O)c2cc([N+](=O)[O-])ccc2N2CCOCC2)cc1C,0,.,-0.2,-8,-0.87,3,-11,3,-27
O=C(CC(O)(c1ccccc1)C(F)(F)F)c1cccs1 (stereo not drawn),11,-1,0.7,0,-1.1,-2,-18[20 µM],6,1
COc1ccccc1N1CCN(C(=O)CSc2ncnc3scc(-c4ccccc4)c23)CC1,-16,2,0.1,-2,-0.67,10,-14,8,2
C=CCOc1nc(-c2ccccc2Cl)nc2ccccc12,13,7,0.2,1,-0.5,2,-12,9,2
COc1ccc(CN2CN(S(=O)(=O)c3cccs3)c3nc4ccccc4nc32)cc1,21,-2,-0.8,1,0.64,3,-3,21,20
CC(C)(C)OC(=O)NCCc1nnc(SCc2c(Cl)cccc2Cl)o1,21,-1,-0.8,2,-0.67,1,-9[20 µM],11,-3
CCN(CC)CC(=O)N1c2ccccc2Sc2ccc(Cl)cc21,2,10,0.1,2,-1.6,8,-12[20 µM],14,-3
CC1=CS/C(=C(/C#N)C(=O)N2CCCCC2)N1c1ccccc1,1,-8,-0.9,5,0.2,-1,1,-3,-19
Cn1c(=O)[nH]c(=O)c2c1nc(Br)n2CCSc1ncccn1,18,-8,0.2,-1,0.15,9,-7,14,1
N#C/C(=N\Nc1cccc(F)c1)C(=O)C1CC1,-9,13,0.9,1,-2.6,0,-25,7,5
COc1ccc(N2CC(C(=O)Nc3ccccc3C(=O)NCc3ccco3)CC2=O)cc1 (stereo not drawn),-1,-8,-0.5,-6,.,-8,-7[20 µM],3,-1
CNC(=O)Nc1ccc2nc(C)sc2c1,-37,.,1.7,-2,-0.18,-4,-25,6,-2

# Some of these compounds in order of molecular weight, ascending.
SMILES,m-calpain inh,Rad51 HR inh,PERK inh,Thrombin inh,Cl transport mod,FXIa inh,Furin inhibitor,FXIIa inh,KLK5 inh
CNC(=O)Nc1ccc2nc(C)sc2c1,-37,.,1.7,-2,-0.18,-4,-25,6,-2
O=C(CC(O)(c1ccccc1)C(F)(F)F)c1cccs1 (stereo not drawn),11,-1,0.7,0,-1.1,-2,-18[20 µM],6,1
CC1=CS/C(=C(/C#N)C(=O)N2CCCCC2)N1c1ccccc1,1,-8,-0.9,5,0.2,-1,1,-3,-19
Cc1ccc(C(=O)c2cc([N+](=O)[O-])ccc2N2CCOCC2)cc1C,0,.,-0.2,-8,-0.87,3,-11,3,-27
Cn1c(=O)[nH]c(=O)c2c1nc(Br)n2CCSc1ncccn1,18,-8,0.2,-1,0.15,9,-7,14,1
COC(=O)c1cccc(NC(=O)c2ccc(S(=O)(=O)N3CCN(C)CC3)cc2)c1,17,3,0.5,1,-0.32,8,-19,18,-25
COc1cc(NS(=O)(=O)c2ccc(NC(=O)COc3ccccc3Cl)cc2)nc(OC)n1,-68,-4,1.1,-3,-0.3,5,-11[20 µM],12,-4

# Next part
SMILES,m-calpain inh,Rad51 HR inh,PERK inh,Thrombin inh,Cl transport mod,FXIa inh,Furin inhibitor,FXIIa inh,KLK5 inh
COc1cc(NC(=O)C/C(C)=N/NC(=O)Cc2ccc(Cl)cc2)c(OC)cc1Cl,-5,-7,0.4,-23,-0.21,1,-25,3,-6
COc1ccnc(N=CNOCc2ccc(F)cc2Cl)c1C#N,9,.,-0.8,2,0.0053,3,-15[20 µM],10,-2
CSCCC1NC2(C(=O)Nc3ccc(Cl)cc32)[C@@H]2C(=O)N(C3CCCC3)C(=O)[C@H]12 (stereo partly drawn),14,0,-1.5,-8,.,-5,-13,2,1
CC(C)c1cccc(C(C)C)c1NC(=O)COC(=O)c1ccc2c(c1)S(=O)(=O)c1ccccc1C2=O,31,15,0.0,-2,0.17,0,-5,4,-3
O=C(Nc1ccc(F)cc1F)c1cccnc1,17,-9,1.3,-4,0.32,-17,-25,3,-29
O=C(COC(=O)/C=C/c1ccc(F)cc1)Nc1cc(C(F)(F)F)ccc1N1CCOCC1,23,22,0.0,-5,0.39,7,-3,6,-7
NC(=O)CSc1nc2c(sc3ccccc32)c(=O)n1CCCC(=O)NCC1CCCO1 (stereo not drawn),2,24,0.6,0,-0.77,-2,-16,13,4
CCOC(=O)CSCc1nc(-c2ccc(Cl)cc2)oc1C,8,.,0.6,1,-0.25,4,-13,9,-11
O=C(CCC(=O)c1cccs1)NCc1cccnc1,-4,-2,0.0,-8,-0.77,-5,-9,-1,1

# Screening results: PubChem, several laboratories
